NTR1 ag = agonists of NTR1, primary screen, imaging, U2OS cells, beta-arrestin-GFP, high content (AID 493036); NTR1-U2OS beta-arrestin-GFP spot imaging, agonist mode; 330,000 tested, 0.17% active; P30989; activation, % at 20 µM;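 active means activation at or above 40% of the spot to cytoplasm intensity ratio, with at least 20 cells analyzed; inconclusive means wells under 20 cells, flagged as cytotoxic or low count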;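 further: 0% = DMSO without peptide and 100% = 100 nM NTR1 peptide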
Target sequence (P30989 whole entry, looked up): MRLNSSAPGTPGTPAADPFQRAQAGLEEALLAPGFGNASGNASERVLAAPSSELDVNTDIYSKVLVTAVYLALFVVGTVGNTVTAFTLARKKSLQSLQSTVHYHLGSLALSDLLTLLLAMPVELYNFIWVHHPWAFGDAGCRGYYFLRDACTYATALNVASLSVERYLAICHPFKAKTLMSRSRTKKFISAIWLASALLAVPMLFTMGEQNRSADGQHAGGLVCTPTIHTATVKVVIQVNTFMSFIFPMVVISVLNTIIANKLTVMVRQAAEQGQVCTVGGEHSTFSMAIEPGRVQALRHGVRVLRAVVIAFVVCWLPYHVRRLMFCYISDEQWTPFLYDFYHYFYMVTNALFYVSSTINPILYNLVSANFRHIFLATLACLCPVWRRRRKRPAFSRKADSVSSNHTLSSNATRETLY
RSV CPE inhibition = RSV antiviral activity via CPE protection, HEp-2 cells, primary 10 µM value included (AID 2391); CPE inhibition, % at 10 µM, or IC50 in µM where a hit was titrated; 310,000 tested, 0.13% active; HEp-2 cells, RSV-induced CPE inhibition; higher % means a stronger effect; in the data active means a potency from the dose series; inconclusive means CPE inhibition mostly from about 23% at the one dose, without a potency; inactive means the rest, 99 in 100 with CPE inhibition below about 21%; further: strong numbers were not always called active
AID2073 = inhibitors of Mint1-CaV2.2 protein interaction, biochemical, HTRF (AID 2073); HTRF protein-protein interaction, Mint1-CaV2.2; higher % means a stronger effect; one-dose inhibition, % at 20 µM; IC50 in µM for titrated hits; 290,000 tested, 0.19% active; in the data active means inhibition mostly above about 51%, no sharp cut-off; inconclusive means no clear call, values can overlap the other calls; inactive means mostly below about 53%; further: some results filed as inactive read as strong as hits
Large T inhibition = SV40 large T antigen inhibitors, biochemical (AID 1903). SV40 large T antigen ATPase/helicase inhibition assay; higher % means a stronger effect. inhibition, % at 20 µM, or IC50 in µM where a hit was titrated. 310,000 tested, 0.39% active; in the data active means a potency from the dose series; inconclusive means inhibition mostly from about 32% at the one dose, without a potency; inactive means the rest, 99 in 100 with inhibition below about 32%; further: strong numbers were not always called active
MgcRacGAP inhibition = MgcRacGAP GTPase-activating activity inhibitors, confirmation, biochemical, ADP Hunter fluorescence | MgcRacGAP-stimulated Rac1 GTP hydrolysis, ADP Hunter fluorescence; higher % means a stronger effect; GST-tagged Rac1 F28L mutant substrate | 340,000 tested, 0.6% active | inhibition, % at 30 µM, or IC50 in µM where a hit was titrated;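 active means first-screen hits whose inhibition reached a set limit at any dose in the follow-up dose series; inconclusive means inhibition above the set first-screen limit but never retested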;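 further: fluorescence reports GDP produced by GAP-driven GTP hydrolysis; strong numbers were not always called active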
West Nile antiviral = West Nile virus antiviral activity, cell-based, CPE readout (AID 1621); West Nile virus-infected cells, CPE inhibition; higher % means a stronger effect; CPE inhibition, % at 10 µM; hits with a dose series show IC50 in µM; 290,000 tested, 0.02% active; in the data active means a potency from the dose series; inconclusive means CPE inhibition mostly from about 3.7% at the one dose, without a potency; inactive means the rest, 99 in 100 with CPE inhibition below about 2.2%; further: strong numbers were not always called active
K1F lysis inhibition = inhibition of K1F phage lysis, E. coli UTI89, bacterial capsule biogenesis inhibitors, alamar blue (AID 488966). E. coli UTI89 K1F phage lysis, alamar blue, 2 h; higher % means a stronger effect. inhibition, % at 100 µM, or IC50 in µM where a hit was titrated. 340,000 tested, 0.02% active;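 active means phage lysis inhibition, versus mean bacterial control, above a set limit; inconclusive means no clear call, values can overlap the other calls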;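 further: capsule biogenesis inhibitors block K1F phage lysis so surviving cells raise fluorescence; higher fluorescence means more inhibition of phage lysis; actives were called in the ten point dose series up to 300 µM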
Dengue-2 NS5 capping = Dengue-2 NS5 methyltransferase inhibitors, primary screen, biochemical, confirmation dose response (AID 588689). Dengue-2 NS5 methyltransferase capping enzyme assay, biochemical; higher % means a stronger effect. inhibition, % at 25 µM; hits with a dose series show IC50 in µM. 340,000 tested, 0.3% active; in the data active means a potency from the dose series; inconclusive means inhibition above about 29% without an active follow-up result
Siah-1 displacement = Siah-1 peptide-binding antagonists, primary screen, biochemical, fluorescence polarization, rhodamine-plectin, uHTS (AID 1817); Siah-1 / rhodamine-plectin peptide fluorescence polarization; higher % means a stronger effect; displacement, % at 20 µM, or IC50 in µM where a hit was titrated; 290,000 tested, 0.02% active;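 active means displacement of at least 50% at 20 µM, with a fluorescence ratio check between 0.3 and a set limit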;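 further: plate controls were Siah plus tracer with DMSO for no effect and tracer alone without Siah for full effect; strong numbers were not always called active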
NTR1 ag cell count 20 µM = also measured in NTR1 ag; calls as there; cell count; measured here: cell count, cytotoxicity flag
The depositor's hits bear a star; ? = inconclusive; · = not tested or not shown; [ ] = dose if it differs, or a comment.

Molecule	NTR1 ag	NTR1 ag cell count 20 µM	RSV CPE inhibition	AID2073	Large T inhibition	MgcRacGAP inhibition	West Nile antiviral	K1F lysis inhibition	Dengue-2 NS5 capping	Siah-1 displacement
Nc1nnc(SCCOc2ccccc2)s1	1.8	75	-0.4%	-5%	12%	11%	-0.5%	-0.7%	1%	-3%
N/C(=C\C(=O)c1cc(Cl)ccc1O)C(Cl)(Cl)Cl	34	62	-4.3%	-20%	22%	4%	-1.5%	-0.1%	15%	1%
N#C/C(=N\O)c1nc2ccccc2[nH]1	6.9	66	2.4%	5%	2%	5%	1.4%	-1.8%	3%	1%
CCOC(=O)C1CCCN(C(=O)c2sc3nc4n(c(=O)c3c2C)CCC4)C1 (stereo unspecified)	-2.1	49	2.0%	·	·	0%	·	0.9%[50 µM]	-5%	·
Cc1ccc2c(c1)[C@H]1[C@H](CO2)[C@H](c2ccccc2)[C@]2(C)C(=O)Nc3ccc(Br)cc3C(=O)N12	0.5	45	·	·	·	4%	·	1.8%	-16%	·
C/C(Cn1nnc2ccccc21)=N\OC(=O)c1ccccc1C	1.7	37	0.8%	1%	0%	6%	0.5%	12%	-4%	2%
COc1ccc(N(CC(=O)Nc2ccccc2C)S(=O)(=O)c2c(C)[nH]c(=O)[nH]c2=O)cc1	0.3	66	2.1%	8%	15%	-2%	0.1%	-0.1%	-9%	0%
Cc1cc(C)cc(Oc2coc3cc(OC(=O)c4cccnc4)ccc3c2=O)c1	2.8	52	4.3%	34%	-17%	11%	0.1%	0.5%[50 µM]	-18%	10%
CS(=O)(=O)N(CC(=O)N1CCN(c2ccccc2F)CC1)c1cc(C(F)(F)F)ccc1Cl	-0.5	44	1.1%	-4%	14%	3%	-0.7%	1.0%	-1%	-5%
CCCC(=O)N1CCN(C2=NS(=O)(=O)c3ccccc32)CC1	0.4	70	2.3%	-7%	3%	2%	-0.6%	0.6%	-7%	1%
Cc1ccc(Cl)cc1NC(=O)c1cc(NC(=O)C2CCCCC2C(=O)O)ccc1N1CCOCC1 (stereo unspecified)	-0.4	75	3.2%	14%	4%	4%	-0.5%	0.0%	-4%	8%
COc1ccc(NS(=O)(=O)c2cccc(N/C(=N\S(=O)(=O)c3ccccc3)c3ccc(F)cc3)c2)cc1	1.3	48	6.6%	8%	4%	1%	-1.3%	0.3%	5%	-3%
Clc1ccc2oc(-c3ccccc3)cc(=NCCCN3CCOCC3)c2c1	·	·	·	2%	10%	8%	-0.7%	0.4%	-11%	2%
Cc1cccc(-c2nnc(SCc3ccc(C#N)cc3)n2Cc2ccco2)c1	2.5	71	·	3%	0%	17%	1.2%	-0.6%	-6%	-2%
COc1ccccc1CNC(=O)c1ccc(Cl)c(NC2=NC3CS(=O)(=O)CC3S2)c1 (stereo unspecified)	-0.5	83	0.4%	-3%	12%	1%	-0.5%	0.5%	1%	-8%
CCC(=O)c1cn(CC(=O)Nc2ccccc2F)c2ccccc12	0.3	50	4.0%	0%	-3%	0%	-0.8%	0.1%	-10%	-1%
COC(=O)c1cc(NC(=S)NC(=O)c2ccccc2)ccc1N1CCOCC1	1.4	59	2.0%	-2%	11%	7%	-0.7%	-0.1%	-3%	0%
CCc1sc(C(=O)Nc2nc(-c3ccccn3)cs2)cc1C	5.6	56	·	·	·	8%	·	0.6%	-2%	·
Cc1cc(S(=O)(=O)NC2CCCCC2)ccc1OCC(=O)N1CCOCC1	0.1	78	-0.6%	2%	0%	8%	-0.6%	-0.5%	2%	-6%
O=C(Nc1cccc([N+](=O)[O-])c1)c1ccc2c(c1)OCO2	-0.6	47	1.8%	-1%	13%	7%	-0.2%	1.7%[50 µM]	-5%	6%
COc1ccc(S(=O)(=O)NC2CCCC2)c(Cl)c1Cl	-1.0	45	-0.2%	-6%	5%	6%	16%	-0.1%	5%	-3%
CC(NC(=O)[C@H](Cc1c[nH]c2ccccc12)NC(=O)[C@@H]1Cc2ccccc2CN1)c1ccccc1 (stereo partly specified)	-1.8	97	-1.8%	0%	·	5%	0.1%	5.8%	-2%	2%
CC12CN3CC(=O)N4CC5(C)CN(CC(C)(C4)C5=O)C(=O)CN(C1)CC(C)(C3)C2=O	1.7	61	-0.1%	-16%	12%	7%	0.0%	-0.8%	2%	6%
S=C1N(c2ccccc2)C(c2ccc(Cl)cc2)N2CCCN12 (stereo unspecified)	-0.7	53	1.6%	-11%	7%	0%	-1.0%	0.0%	3%	8%
CCC(C)NC(=O)c1cn(CC)c2ccc(S(=O)(=O)N(C)C)cc2c1=O (stereo unspecified)	5.6	63	-0.6%	12%	-5%	-10%	-0.6%	1.6%	6%	10%
Cc1cc(=O)[nH]c(SCC2(O)C3CC4CC(C3)CC2C4)n1 (stereo unspecified)	1.3	45	1.6%	0%	13%	-1%	0.2%	0.2%	-7%	-3%
CN(Cc1cccs1)C(=O)CCc1ccc(S(=O)(=O)N2CCOCC2)cc1	1.6	68	0.5%	22%	·	8%	-0.2%	-0.3%	5%	-3%
CCN(CC)C(=O)CSc1nc2ccccc2c(=O)[nH]1	-1.3	46	-0.6%	?	2%	8%	0.3%	0.3%	3%	-3%
Clc1ccc(-c2csc(N/N=C\c3cccnc3)n2)cc1	7.3	69	18%	13%	5%	2%	-1.4%	-0.8%	1%	-9%
O=C(Nc1ccccc1O)c1ccc([N+](=O)[O-])cc1	-0.8	55	2.7%	10%	3%	7%	-1.0%	0.1%	-6%	-6%
Cc1cccc(COC(=O)C(Cc2ccccc2)NC(N)=O)c1 (stereo unspecified)	0.8	44	2.6%	4%	2%	5%	-0.3%	-1.2%	-5%	2%
O=C(CN(C(=O)CNC(=O)c1cccs1)c1cccc(F)c1)NC1CCCC1	-0.4	38	1.5%	-4%	8%	7%	-0.6%	0.1%	-8%	1%
Cc1c(C(=O)Nc2ccc3oc(-c4cccnc4)nc3c2)oc2ccccc12	11	86	0.8%	29%	0%	10%	-0.7%	0.2%	3%	1%
Cc1ccc(NC(=O)C2CCN(c3ncnc4c3nc3n4CCCCC3)CC2)nc1	2.5	61	6.3%	-1%	5%	18%	-0.4%	0.0%	-5%	-8%
CCC1CCCCN1C(=O)c1ccc(OC2CCN(C(=O)C3CC3)CC2)cc1 (stereo unspecified)	0.8	47	4.9%	-11%	9%	15%	-2.0%	-0.4%	-1%	1%
N#Cc1ccccc1OCC(=O)NC(N)=O	-0.9	59	1.1%	-2%	21%	4%	·	0.1%	-9%	-2%
CN1C(=O)NC(c2ccc(O)cc2)C2=C1CN(c1cccc3ccccc13)C2=O (stereo unspecified)	-0.3	49	-0.2%	6%	4%	3%	0.4%	-1.2%	-6%	-9%
COc1cc2[nH]c(C(=O)NCC3CCCO3)cc2c(OC)c1OC (stereo unspecified)	0.9	78	1.6%	21%	-1%	15%	0.7%	0.2%	-2%	2%
CN(C)CCNc1ncnc2c1sc1nc(-c3ccccc3)c3c(c12)CCCC3	35	23	-3.9%	8%	13%	5%	39%	-0.6%	-19%	-4%
CCCN(CCC)C(=O)CCSCCC(=O)N(CCC)CCC	1.4	48	1.1%	-10%	-1%	8%	-1.0%	4.4%	-5%	-7%
COc1ccccc1NS(=O)(=O)c1cc(NC(=O)COc2ccccc2)ccc1N1CCOCC1	-0.6	63	·	·	·	14%	·	-2.8%	0%	·
CC(=O)c1cccc(NC(=O)COC(=O)c2ccccn2)c1	-0.3	63	1.7%	0%	-4%	7%	-0.1%	0.2%	-2%	0%
O=C(CCCN1C(=O)/C(=C/c2ccccc2)SC1=S)Nc1ccc(C(=O)O)c(O)c1	-0.5	60	2.4%	7%	11%	10%	-0.3%	0.1%	12%	-3%
COc1ccc(OC)c(C(=O)/C=C/c2ccccc2C(F)(F)F)c1	4.1	68	-1.6%	4%	3%	4%	·	-0.3%	-14%	0%
COc1ccc(C2=NN(C(=O)CSc3nnc(-c4ccccc4F)o3)C(c3ccco3)C2)cc1 (stereo unspecified)	4.5	37	?	2%	11%	7%	-1.0%	2.5%	-4%	10%
CC(=O)c1cccc(NC(=O)/C(=C/c2ccco2)NC(=O)c2ccco2)c1	1.0	66	1.9%	18%	3%	7%	-0.7%	0.2%	-5%	1%
COc1ccc(NC(=O)Nc2ccc(Br)cn2)cc1OC	-2.9	52	0.2%	-2%	3%	7%	-0.9%	0.3%	-9%	-2%
COc1ccc(C2C(C(=O)c3ccc(C)o3)=C(O)C(=O)N2Cc2ccco2)cc1OC (stereo unspecified)	-0.9	52	2.0%	11%	11%	8%	1.4%	2.0%[50 µM]	-2%	26%
O=C(/C=C/c1ccc(N2CCOCC2)cc1)c1ccccc1	0.9	70	2.4%	27%	7%	13%	-0.9%	0.5%	-75%	4%
COC(CNC(=O)c1ccc2c3c(onc13)-c1ccccc1C2=O)OC	-1.1	41	-2.3%	-1%	23%	8%	?	-0.6%	4.7µM*	20%
CC(C(=O)Nc1ccccc1-c1ccccc1)N1CCN(Cc2ccccc2)CC1 (stereo unspecified)	1.9	42	-2.4%	-10%	10%	8%	-1.7%	0.8%	-1%	-4%
O=S(=O)(c1cccc2cccnc12)N1CCCCC1	-1.1	56	3.0%	9%	6%	8%	-0.3%	0.3%	-3%	-1%

Complete entries, looked up by structure. Order of screens: NTR1 ag	NTR1 ag cell count 20 µM	RSV CPE inhibition	AID2073	Large T inhibition	MgcRacGAP inhibition	West Nile antiviral	K1F lysis inhibition	Dengue-2 NS5 capping	Siah-1 displacement
Clc1ccc2oc(-c3ccccc3)cc(=NCCCN3CCOCC3)c2c1 in the list: ·	·	·	2%	10%	8%	-0.7%	0.4%	-11%	2%
COc1ccc(NS(=O)(=O)c2cccc(N/C(=N\S(=O)(=O)c3ccccc3)c3ccc(F)cc3)c2)cc1 in the list: 1.3	48	6.6%	8%	4%	1%	-1.3%	0.3%	5%	-3%

High-throughput results as filed in PubChem.
